GIRK2 act: GIRK2 channel activators by thallium flux; P48051; HEK293 GIRK2/NPY4 cells, thallium flux fluorescence; activation (% efficacy), % for hits at 37.5 µM; 34,000 tested, under 10 active;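 active = primary screen hit, no activity in plain HEK293 cells, and in GIRK2-only cells above 5% efficacy rising with concentration; inactive = the rest, including fluorescent compounds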;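 note: efficacy is normalized control-subtracted fluorescence 15 s after thallium addition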
Target sequence (P48051 whole entry, looked up): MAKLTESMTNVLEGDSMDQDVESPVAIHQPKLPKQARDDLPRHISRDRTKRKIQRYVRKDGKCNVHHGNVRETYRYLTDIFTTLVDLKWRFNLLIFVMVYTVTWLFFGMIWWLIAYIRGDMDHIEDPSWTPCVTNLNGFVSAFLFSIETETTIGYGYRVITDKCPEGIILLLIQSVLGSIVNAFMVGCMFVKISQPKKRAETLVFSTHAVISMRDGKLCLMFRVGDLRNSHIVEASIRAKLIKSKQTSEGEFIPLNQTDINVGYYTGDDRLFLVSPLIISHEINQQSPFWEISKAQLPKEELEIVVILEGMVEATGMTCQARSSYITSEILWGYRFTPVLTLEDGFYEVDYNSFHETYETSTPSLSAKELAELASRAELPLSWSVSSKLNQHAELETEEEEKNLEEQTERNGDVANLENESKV
Calls only; i = inactive. Only part of the results is shown; rates above refer to the full screens.

SMILES | GIRK2 act
COCCNC(=O)Cc1ccc(NC(=O)c2ccc(OC(C)C)cc2)cc1 | i
COc1ccc(NC(C)=O)cc1NC(=O)CCCn1nc(-c2ccccc2)ccc1=O | i
Cc1ccccc1NC(=O)NCC(C)(O)c1ccc2c(c1)OCO2 (stereo not drawn) | i
Cc1cccc(NC(=O)c2ccc(N3C(=O)c4ccccc4C3=O)cc2)c1C | i
O=c1c2nccnc2n(Cc2cccc(F)c2)c(=O)n1Cc1ccc(F)cc1 | i
Cc1nn2c(N3CCN(c4ccccn4)CC3)cc(C(C)C)nc2c1-c1ccccc1 | i
COc1cccc(OCCCSc2nc3ccccc3[nH]2)c1 | i
O=C(NCC1CCN(Cc2ccco2)CC1)C(=O)Nc1ccc(F)cc1F | i
CC(C)(CC(=O)N1CCN(c2ccccc2F)CC1)CC1=NS(=O)(=O)c2ccccc2N1 | i
CCC(C)Nc1oc(-c2ccc(S(=O)(=O)N3CCC(C)CC3)cc2)nc1C#N (stereo not drawn) | i
Cc1ccc(S(=O)(=O)Cc2ccc(-c3nc(-c4ccc5c(c4)OCO5)no3)o2)c(C)c1 | i
CCOc1ccc(C(=O)c2oc3ccccc3c2NC(=O)c2snnc2CC)cc1 | i
Cc1c(C(=O)NC2CCS(=O)(=O)C2)nnn1-c1cccc(Cl)c1 (stereo not drawn) | i
CC1CN(S(=O)(=O)c2cc3c4c(c2)C(C)C(=O)N4CCC3)CC(C)O1 (stereo not drawn) | i
Cc1ccc2c(NC(=O)Cc3c(C)[nH]c(=O)[nH]c3=O)cccc2n1 | i
COc1ccc(-n2nnc(S(=O)(=O)c3ccc(C)cc3)c2C)cc1Cl | i
O=C(c1ccccc1F)N1CCC(CNC(=O)C2(c3ccc(F)cc3)CC2)CC1 | i
COc1ccccc1-c1cnn2c(NCCCN3CCOCC3)cc(C)nc12 | i
CC12C(=O)N(Cc3ccccc3)C(=O)C1C1C=CC2C1 (stereo not drawn) | i
CCOC(=O)c1ccccc1NC(=O)CN1CCC(c2nnc(C)s2)CC1 | i
COc1cc2c(cc1OC)CN(S(=O)(=O)c1cccc(F)c1)CC2 | i
O=C(Nc1cccc2nsnc12)c1nc(-c2cnccn2)no1 | i
COc1ccc(S(=O)(=O)NCC(C)(O)CCSC)cc1Cl (stereo not drawn) | i
COc1cc(NC(=O)Nc2cccs2)ccc1N1CCCCC1=O | i
Cn1nnc2c(N3CCN(C(=O)Nc4ccc(C(C)(C)C)cc4)CC3)ncnc21 | i

Part of the list above, set out differently.
mol: O=C(NCC1CCN(Cc2ccco2)CC1)C(=O)Nc1ccc(F)cc1F
- GIRK2 act = i
mol: COc1ccc(-n2nnc(S(=O)(=O)c3ccc(C)cc3)c2C)cc1Cl
- GIRK2 act = i
mol: Cc1ccccc1NC(=O)NCC(C)(O)c1ccc2c(c1)OCO2 (stereo not drawn)
- GIRK2 act = i
mol: Cc1c(C(=O)NC2CCS(=O)(=O)C2)nnn1-c1cccc(Cl)c1 (stereo not drawn)
- GIRK2 act = i

3 structures out of the list, sorted by molecular weight, smallest number first:
SMILES | GIRK2 act
CC12C(=O)N(Cc3ccccc3)C(=O)C1C1C=CC2C1 (stereo not drawn) | i
O=C(c1ccccc1F)N1CCC(CNC(=O)C2(c3ccc(F)cc3)CC2)CC1 | i
CCOc1ccc(C(=O)c2oc3ccccc3c2NC(=O)c2snnc2CC)cc1 | i

New compounds follow
SMILES | GIRK2 act
COc1ccc(CNC(=O)c2ccc3c(=O)n4nc(NCc5ccccc5)sc4nc3c2)cc1 | i
Cc1cccc(Nc2ccc(N3CCN(C(=O)Nc4ccc(F)c(Cl)c4)CC3)nn2)n1 | i
O=C(CSc1ccc(F)cc1)Nc1ccc2c(c1)N(C(=O)c1ccccc1)CCC2 | i
O=C(Cc1ccc(F)cc1)NCC1(c2ccccc2)CCOCC1 | i
O=C(NCCCn1nc(-c2ccco2)ccc1=O)Nc1ccc2c(c1)OCO2 | i
CCC(=O)Nc1ccc(SCC(=O)NCCc2ccccc2)nn1 | i
CN1CCOc2ccc(NC(=O)C(C)(C)C)cc2C1=O | i
O=C(Nc1ccc(CC(=O)N2CCC(O)CC2)cc1)Nc1ccc(C(F)(F)F)cc1 | i
COc1ccccc1-c1coc2c3c(ccc2c1=O)OCN(C1CCN(Cc2ccccc2)CC1)C3 | i
CS(=O)(=O)N1CCCCC1C(=O)Nc1nc2ccccc2s1 (stereo not drawn) | i
Cc1ccc(-n2nc3c(c2NC(=O)C(=O)NCCCOC(C)C)CSC3)c(C)c1 | i
COc1cccc(-c2nnc3ccc(OCCNC(=O)COc4ccccc4)nn23)c1 | i
Cc1ccc(S(=O)(=O)N2CCN(C(=O)CC(C)n3nc(C)c(Br)c3C)CC2)c(C)c1 (stereo not drawn) | i
CC(C)(CO)NC(=O)Cc1ccc(NC(=O)c2ccc(Cl)s2)cc1 | i
CCOC(=O)N1CCN(C(=O)CCc2csc(NC(=O)c3ccco3)n2)CC1 | i
COc1ccc(C)c2sc(N(CCCN(C)C)C(=O)c3cc(C)no3)nc12 | i
O=C(CSc1ccc(F)cc1)N(CCc1ccccc1)Cc1ccccn1 | i
COc1ccc(SCCC(=O)Nc2ccc(F)cc2F)cc1 | i
COc1ccccc1C1(CNC(=O)c2cc(-c3ccccc3)on2)CCOCC1 | i
COc1ccc(NC(=O)c2ccc(=O)n(Cc3ccc(Cl)cc3)c2)c(OC)c1 | i
O=C(CCn1ccc(=O)[nH]c1=O)N1CCN(c2ccc(-c3ccccn3)nn2)CC1 | i
O=C(CSc1ccccc1)Nc1nnc(-c2ccccn2)o1 | i
Cn1c2c(c(=O)[nH]c1=O)C(c1cccs1)NC(=O)N2 (stereo not drawn) | i
Cc1ccc(-c2nsc(C(=O)N3CCSCC3)c2N)cc1 | i
COc1ccc(Cl)cc1NC(=O)c1ccc(N2CCCCS2(=O)=O)cc1 | i

Looked up by compound from above, 3 records:
SMILES | GIRK2 act
Cc1ccc(S(=O)(=O)N2CCN(C(=O)CC(C)n3nc(C)c(Br)c3C)CC2)c(C)c1 (stereo not drawn) | i
O=C(CSc1ccc(F)cc1)Nc1ccc2c(c1)N(C(=O)c1ccccc1)CCC2 | i
COc1cccc(-c2nnc3ccc(OCCNC(=O)COc4ccccc4)nn23)c1 | i

(cont.)
SMILES | GIRK2 act
CCC(C)NC(=O)Cn1cnc(-c2ccccc2)cc1=O (stereo not drawn) | i
O=C(CCc1ccccc1)NNC(=O)c1cccn(Cc2ccc(Cl)c(Cl)c2)c1=O | i
O=C(NCc1cccnc1)C1CCN(c2ccc(-c3ccc(Cl)cc3)nn2)CC1 | i
COc1cccc2sc(N3CCN(C(=O)C4CCN(S(C)(=O)=O)CC4)CC3)nc12 | i
COCCN1CCC(NC(=O)C2(c3cccs3)CCCC2)CC1 | i
O=C(Nc1ccc2c(c1)OCO2)N(CCc1ccccc1)Cc1ccccn1 | i
CCSc1ccccc1C(=O)N1CCN(c2nccn2CC)CC1 | i
COc1cccc2cc(C(=O)NCCc3ccsc3)oc12 | i
CC1(C)CC(N2COc3ccc4c(=O)c(-c5ccccc5)coc4c3C2)CC(C)(C)N1 | i
Cc1cccc(Nc2ccc(N3CCN(C(=O)Cn4cnc5ccccc54)CC3)nn2)n1 | i
Cn1nc(C(=O)Nc2onc3c2CSC3)ccc1=O | i
Cc1c(C(=O)Nc2ccc3c(c2)OCCO3)nnn1-c1ccccc1 | i
CC(C)c1cc(=O)[nH]c(-n2nc(C3CC3)cc2NC(=O)C23CC4CC(CC(C4)C2)C3)n1 | i
O=C(Nc1ccc(SCc2cccc(C(F)(F)F)c2)nn1)c1ccco1 | i
O=C(NCC1(O)CCCC1)c1ccccc1 | i
COc1ccc(C(=O)Nc2cc(C)nn2-c2nc(-c3ccccc3)cs2)c(OC)c1 | i
NC(=O)Cn1nnn(-c2ccc(NC(=O)C3CC=CCC3)cc2)c1=O (stereo not drawn) | i
COc1ccc(-c2noc(C3CCN(S(=O)(=O)c4ccc(Cl)cc4)CC3)n2)cc1 | i
CC(C)c1cc(=O)n(CC(=O)N(Cc2ccccc2)c2ccccc2)cn1 | i
CCOc1ccccc1NC(=O)CN1CC(c2nc(-c3cccc(C(F)(F)F)c3)no2)C1 | i
Cc1ccc2c(c1)CCCN2C(=O)CCCn1nc(-c2cccs2)ccc1=O | i
COCc1cc(=O)[nH]c2cc(NC(=O)c3ccccc3OC)ccc12 | i
CNC(=O)c1cccc(-c2noc(C3CN(C(=O)c4ccc5ccccc5n4)C3)n2)c1 | i
O=C(Nc1cc(C(F)(F)F)ccc1Cl)c1cccc(Oc2ncccn2)c1 | i
O=C(Cc1ccc([N+](=O)[O-])cc1)N/N=C\c1cc2ccccc2[nH]c1=O | i

Shown in markdown: 5 of the compounds above.
| Molecule | GIRK2 act |
| --- | --- |
| COCCNC(=O)Cc1ccc(NC(=O)c2ccc(OC(C)C)cc2)cc1 | i |
| COc1ccc(NC(C)=O)cc1NC(=O)CCCn1nc(-c2ccccc2)ccc1=O | i |
| Cc1ccccc1NC(=O)NCC(C)(O)c1ccc2c(c1)OCO2 (stereo not drawn) | i |
| Cc1cccc(NC(=O)c2ccc(N3C(=O)c4ccccc4C3=O)cc2)c1C | i |
| O=c1c2nccnc2n(Cc2cccc(F)c2)c(=O)n1Cc1ccc(F)cc1 | i |

Further records follow:
SMILES | GIRK2 act
Cn1nc2c(c1NC(=O)COc1ccc(Cl)cc1Cl)CCC2 | i
Cn1c(-c2cccs2)nn(CCNC(=O)Nc2ccccc2C(F)(F)F)c1=O | i
O=C(CN1N=NC2C(=O)N(c3ccc(Br)cc3)C(=O)C21)Nc1ccc(F)cc1 (stereo not drawn) | i
O=C(NCC1CCN(C(=O)c2cccnc2)CC1)C(=O)Nc1ccc(F)c(Cl)c1 | i
CSc1ccccc1C(=O)NCC(O)c1cccc2ccccc12 (stereo not drawn) | i
O=C(Nc1ccc(F)c(C(F)(F)F)c1)C1CN(C(=O)c2cccs2)C1 | i
O=S(=O)(NCC(O)(c1ccccc1)C(F)(F)F)c1cc(F)ccc1F (stereo not drawn) | i
COc1ccc(-c2csc(-n3nc(C)cc3NC(=O)COc3ccccc3OC)n2)cc1OC | i
CCS(=O)(=O)N1CC(c2nc(-c3cccc(C(F)(F)F)c3)no2)C1 | i
CCc1ccc(OCCS(=O)(=O)Nc2ccc(S(N)(=O)=O)cc2)cc1 | i

Compound activity (PubChem)
